# High-throughput results deposited in PubChem BioAssay by National Center for Advancing Translational Sciences (NCATS).
# S-ASM inh: human S-ASM enzyme inhibition | actives 0.006% (n = 340,000) | placental ASM, HMU-PC fluorogenic substrate, 60 min | AID 504937 | P17405 | Potency, µM (highest dose often 57.5 µM), for the others: top-dose activity change, negative = inhibition, actives largely listed as inhibitors; further: potency means the concentration at half of the fitted maximal effect
# Target sequence (P17405 47-631 limits assumed): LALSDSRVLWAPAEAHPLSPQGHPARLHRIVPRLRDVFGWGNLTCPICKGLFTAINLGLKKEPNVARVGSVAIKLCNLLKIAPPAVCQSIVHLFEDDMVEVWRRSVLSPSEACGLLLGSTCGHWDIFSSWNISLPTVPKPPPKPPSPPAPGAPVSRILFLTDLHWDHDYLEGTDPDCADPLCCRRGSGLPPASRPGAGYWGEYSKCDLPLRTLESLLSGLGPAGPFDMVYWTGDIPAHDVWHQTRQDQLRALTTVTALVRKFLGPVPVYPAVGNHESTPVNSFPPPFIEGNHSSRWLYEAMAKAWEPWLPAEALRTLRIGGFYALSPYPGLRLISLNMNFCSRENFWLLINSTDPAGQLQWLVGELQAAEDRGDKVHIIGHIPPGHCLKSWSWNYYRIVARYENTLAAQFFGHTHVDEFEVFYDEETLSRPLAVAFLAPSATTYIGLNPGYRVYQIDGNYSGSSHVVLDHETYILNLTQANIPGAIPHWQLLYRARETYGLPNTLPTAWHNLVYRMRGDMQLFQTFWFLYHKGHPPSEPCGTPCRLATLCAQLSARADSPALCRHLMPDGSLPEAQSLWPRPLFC
#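 Steps: dispense placental human ASM, pin compound, wait 10 min at room temperature, add HMU-PC0 substrate at 9 uM final, incubate 60 min at 37 °C, add stop solution raising pH to 10, read fluorescence.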
# p53 reactivation: re-activators of mutant p53; H1299 p53-A138V BP100-luciferase reporter, luminescence, 24 h; Potency, µM (doses to about 92.2 µM), without a hit: at the top dose activity change, positive = activation, usual class: activators; actives 0.063% (n = 320,000); AID 504706; further: potency means the concentration at half of the fitted maximal effect; % of control where 0% means no effect; nearly all actives have a fitted effect of over 45% in size
#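 H1299 (p53-null), stable ts p53-A138V + BP100-Luc; 1000 cells/well, Opti-MEM/10% FBS; cpd 4 pt, 1:5; 24 h, 37 deg C, 5% CO2; detection reagent 10 min RT; luminescence.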
# BRCA1 expr up: BRCA1 expression activation. MCF7-BRCA1-FFLuc reporter, luminescence, 48 h; response scale: scaled: vehicle 0%, 10 µM genistein 100%. actives 1.1% (n = 380,000). Potency, µM (highest dose often 46.1 µM), inactives show at the highest dose activation, usual class: activators. AID 624202; further: potency means the concentration at half of the fitted maximal effect; nearly all actives have a fitted effect of over 80% in size; some results filed as inactive show a strong effect at the top dose
#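 Cells: MCF7-BRCA1-FFLuc, 2000/well. Exposure: 48 h, 37 °C, 5% CO2. Read: luminescence, 15 min post-substrate. Controls: genistein 10 microM (maximal activation), DMSO (neutral).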
# uPA generation: blocks generation of uPA at the cell surface; cell surface uPA generation assay, qHTS; Potency, µM (highest dose often 38.3 µM), without a hit: top-dose activity change, negative = inhibition, most hits filed as inhibitors; actives 0.31% (n = 330,000); active means well fitted inhibition curve with a large enough effect; inconclusive means small, poorly fitted or top-dose-only effect; inactive means no such curve, though single readings can be large or run the other way; tested in mouse RAW 264.7 cells; further: potency means the concentration at half of the fitted maximal effect; on the % scale 0 is the no-effect control and ±100 the full control effect; nearly all actives have a fitted effect of over 55% in size
# ELG1 genotoxic: induces genotoxicity in HEK293T cells with luciferase-tagged ELG1; Potency, µM (highest dose often 46 µM), without a hit: at the highest dose activity change, positive = activation, most hits filed as activators; actives 1.3% (n = 330,000); HEK293T ELG1-luciferase reporter, luminescence, 16 h; further: potency means the concentration at half of the fitted maximal effect; % of control where 0% means no effect; nearly all actives have a fitted effect of over 60% in size
#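 Screening used a luciferase reporter fused to human ELG1 in HEK293T cells. Luminescence was read on a CCD plate imager after 16 hr exposure and 30 min ONE-Glo incubation.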
# Integrin act MD: activates integrin-mediated alleviation for muscular dystrophy; alpha7betagal myoblasts, beta-gal FDG fluorescence, 48 h; AID 624291; actives 0.064% (n = 350,000); Potency, µM (highest dose often 38.3 µM), without a hit: at the top dose activation, most hits filed as activators;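 further: potency means the concentration at half of the fitted maximal effect; 100% = response of the positive control SU9516; nearly all actives have a fitted effect of over 60% in size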
#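 alpha7betagal+/- myoblasts (passage 13, 250/well) treated 48 h at 37C with compounds at 1:260 dilution of DMSO stock. Lysed, then beta-galactosidase activity read as FDG fluorescence (ex 480/em 540) after 30 min, with pre-read for autofluorescence.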
# Eya2 phos inh: blocks the phosphatase activity of human Eya2; O00167; recombinant Eya2, OMFP fluorescence dephosphorylation (OMFP is methylfluorescein phosphate); Potency, µM (doses to about 76.9 µM), for inactives: at the top dose activity, negative = inhibition, usual class: inhibitors; actives 0.006% (n = 330,000); further: potency means the concentration at half of the fitted maximal effect; on the % scale 0 is the no-effect control and ±100 the full control effect
#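 Eya2 protein (added as 0.2 uM solution) was preincubated with compound for 10 min at ambient temperature in 50 mM HEPES pH 7.5, 50 mM NaCl, 5 uM MgCl2, 0.05% BSA, 1 mM DTT. OMFP (added at 50 uM) then reacted 10 min; fluorescence read at 485/525 nm.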
# TSG101-PTAP inh: blocks PTAP/TSG101 interaction to inhibit HIV-1 budding; AID 493005; Potency, µM (doses to about 115 µM), without a hit: at the top dose activity change, negative = inhibition, most hits filed as inhibitors; Fluorescence polarization, FITC-PTAP peptide / Tsg101 binding; 340,000 tested, under 10 active; Q99816; active means well fitted inhibition curve with a large enough effect in the main read-out, with a control signal flat, not every such curve was filed as active; inconclusive means small, poorly fitted or top-dose-only effect, or effect the other way, or a change in a side signal; inactive means no such curve, though single readings can be large or run the other way; further: potency means the concentration at half of the fitted maximal effect; % of control where 0% means no effect
#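 Tsg101 binding domain (10 uM final) was mixed with compound and a FITC-labeled PTAP peptide (50 nM final) in HEPES pH 7.5 buffer with NaCl, Tween 20, EDTA and TCEP; fluorescence polarization was read after 20 min at r.t.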
# B2AR arrestin: agonists driving beta-arrestin recruitment to human beta2-adrenergic receptor. actives 0.02% (n = 330,000). beta-arrestin recruitment to beta2AR, cell-based reporter. Potency, µM (titrated, usually from 46.1 µM), without a hit: at the highest dose activation, actives largely listed as activators;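 further: potency means the concentration at half of the fitted maximal effect; 0% = DMSO controls and full agonism = EC100 isoproterenol or metaproterenol; nearly all actives have a fitted effect of over 65% in size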
# Target sequence (P07550 whole entry, looked up): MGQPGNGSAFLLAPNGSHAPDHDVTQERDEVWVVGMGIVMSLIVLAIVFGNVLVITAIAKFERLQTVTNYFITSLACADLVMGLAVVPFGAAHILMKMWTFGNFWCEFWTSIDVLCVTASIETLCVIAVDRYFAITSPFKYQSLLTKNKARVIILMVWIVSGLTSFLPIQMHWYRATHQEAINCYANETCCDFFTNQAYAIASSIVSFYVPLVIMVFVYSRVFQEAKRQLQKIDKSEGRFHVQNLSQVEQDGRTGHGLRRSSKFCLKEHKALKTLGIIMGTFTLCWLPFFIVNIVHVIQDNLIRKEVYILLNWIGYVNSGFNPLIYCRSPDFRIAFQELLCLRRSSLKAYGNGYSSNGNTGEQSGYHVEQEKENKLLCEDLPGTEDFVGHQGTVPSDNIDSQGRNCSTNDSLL
# USP2a inh: blocks human ubiquitin-specific protease USP2a; actives 0.01% (n = 330,000); Potency, µM (top dose mostly 38.3 µM), inactives show at the highest dose activity change, negative = inhibition, hits mostly inhibitors; USP2 core, Ub-CHOP2 coupled fluorogenic reporter, 485/531; O75604;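 further: potency means the concentration at half of the fitted maximal effect; plate controls were DMSO wells for no effect and full inhibition by NEM control for full effect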
#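 Cell-free coupled assay: 10nM USP2 core preincubated 30min RT with compound in Tris-HCl pH 8.0/CaCl2/CHAPS buffer, then 25nM Ub-CHOP2 and 25nM reporter substrate; fluorescence (Ex 485/Em 531) read after 60min RT, normalized to NEM inhibition, concentration-response curves fitted.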
# TRPV1 agonist: activates the human vanilloid receptor TRPV1 | actives 0.19% (n = 320,000) | activation, % at 8.33 µM | TRPV1-expressing cells, Fluo-8 calcium influx, agonist mode | Q8NER1; in the data active means activation above about 80%; inconclusive means between about 30% and that limit; further: 0% is about no effect
#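 Fluo-8 calcium influx in TRPV1-expressing cells, kinetic read (ex 480/em 520 nm). Compound added and read 3 min for agonist activity, followed by capsaicin at EC20 final and 2 min further read for enhancement.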
# Numbers without * were called inactive; ? = inconclusive; / = not tested or not shown; [ ] = dose if it differs, or a comment. Unless noted, the call rests on the fitted dose curve; in most records, active means well fitted curve in the direction sought with a large enough effect; inconclusive means small, poorly fitted or top-dose-only effect, or another doubt; inactive means no such curve, though single readings can be large; an effect the other way counts as inactive or inconclusive.
smiles	S-ASM inh	p53 reactivation	BRCA1 expr up	uPA generation	ELG1 genotoxic	Integrin act MD	Eya2 phos inh	TSG101-PTAP inh	B2AR arrestin	USP2a inh	TRPV1 agonist
COc1ccc(-c2nc(=S)[nH][nH]2)cc1OC	7%	-1%	-19%	-5%	0%	0%	?	0%	0.1%	-1%	1
CC(C)/C=C/CN1CCC(Oc2ccc(C(=O)N3CCCC3)cc2)CC1	/	?	/	/	3%	/	-1%	/	-0.5%	1%	8
Cc1cc(N2CCCN(C)CC2)nc2cc(Cl)ccc12	41%[activator]	-8%	-46%	/	1%	-58%[inhibitor]	8%[15.4 µM]	-2%	0.0%	-1%	1
CCNC(=S)NS(=O)(=O)c1ccc(Cl)cc1	5%	-3%	0%	-3%	-5%	-7%	-9%	-6%	-0.1%	1%	-5
Cc1nc2ccc(S(=O)(=O)NC(C(=O)N3CCCCCC3)C(C)C)cc2s1 (configuration not stated)	1%	0%	-1%	9%	1%	15%	-11%	1%	-0.2%	1%	/
O=C(NCc1ccc(F)cc1)c1cnn2ccccc12	-2%	?	?	?	?	13%	16%	1%	-0.4%	1%	5
CCOC(=O)C1CCN(C(c2cccs2)c2sc3nc(C)nn3c2O)CC1 (configuration not stated)	6%	-11%	-15%	-8%	0%	1%	9%	-1%	0.1%	-1%	-3
CCOC(=O)Cn1c(=O)c2c(nc3n2CCCCN3c2ccc(OCC)cc2)n(C)c1=O	-4%	/	0%	4%	/	4%	/	-3%	/	/	/
O=C(Nc1ccc2c3c(cccc13)CC2)c1ccco1	0%	?	51%	-5%	?	0%	-5%	-2%	-0.2%	1%	?
CCC(CC)c1nnc(NC(=O)c2cccc(S(=O)(=O)N3CCOCC3)c2)s1	-1%	-1%	-18%	-7%	1%	7%	-1%	-1%	-0.1%	1%	/
C=CCNC(=O)C1CC(=O)N(c2ccc(OCC(=O)Nc3cccc(OC)c3)cc2)C1 (configuration not stated)	0%	19%	15%	1%	6%	1%	1%	-3%	-1.1%	2%	?
CC(=O)N1c2c(cc(Br)cc2S(=O)(=O)NCc2ccc(C)cc2)CC1C (configuration not stated)	-1%	0%	-21%	8%	-14%	-35%	9%	0%	-0.2%	-1%	3
COC(=O)c1ccccc1NC(=O)C1CCN(c2ncnc3c2nc2n3CCCCC2)CC1	-11%	10%	1%	0%	-8%	-38%	1%	2%	5.1%	0%	12
COc1ccc(-c2noc(CCC(=O)N(C)c3cccc(C)c3)n2)cc1	-8%	-4%	1%	2%	-2%	-25%	1%	-7%	-0.8%	0%	?
O=C(c1ccc2nc(N3CCOCC3)sc2c1)N1CCC(Cc2ccccc2)CC1	-11%	1%	0%	-2%	1%	1%	-8%	0%	-0.8%	-3%	?
CCOC(=O)/C(C(=O)Nc1ccccc1Br)=C1/NC(C)(C)Cc2ccccc21	-4%	8%	3%	6%	1%	4%	-3%	-2%	0.0%	1%	12
COc1ccnc(Oc2ccc(C)cc2C)c1C#N	3%	25%	91%	-7%	14%	-19%	-38%	-11%	0.1%	-1%	17
CCOc1cc(/C=C2\SC(=N)N(c3nonc3N)C2=O)ccc1OCC(N)=O	0%	4%	-29%	2%	0%	-16%	-15%	-2%	-0.7%	4%	-3
CCOC(=O)Cn1ncc2c(=O)oc3ccccc3c21	3%	4%	-3%	-2%	0%	-4%	-22%	-5%	0.3%	0%	24
Cc1ccccc1NC(=O)Cc1nnc(SCC(=O)NC2=NCCS2)n1C	1%	5%	12%	-2%	-2%	-3%	10%	-5%	-0.2%	5%	-3
O=C(O)CCC(=O)Nc1ccc(/C=C/C(=O)C2CC2)cc1	14%	9%	-12%	0%	13%	-16%	3%	-1%	2.6%	-1%	17
NC(=O)c1cc2ccc(O)cc2oc1=NCc1ccccc1	/	?	49%	/	-8%	?	14%	?	0.8%	30%	22
Cc1nc(-c2cccc(NS(=O)(=O)c3ccccc3)c2)cs1	1%	8%	25%	-3%	18%	15%	-14%	-2%	-0.3%	-7%	-3
O=C(Nc1cccc(Cl)c1)OCc1cn(-c2ccccc2)nn1	-11%	1%	-1%	-10%	0%	11%	0%	-5%	0.1%	1%	7
COc1ccc(OC)c(CCNC(=O)CCc2cn(C)c3ccccc23)c1	4%	-4%	-28%	4%	-3%	7%	0%	-1%	0.0%	-1%	-7
O=C(CSc1ccc(-c2ccncc2)nn1)c1ccc(Cl)cc1	7%	1%	-6%	1%	-1%	-18%	7%	-3%	-0.1%	1%	0
Cc1cc(CN(C)C(=O)C2CCC(=O)N(CCc3cccc(F)c3)C2)on1 (configuration not stated)	/	-5%	-2%	0%	1%	-2%	7%	-4%	10%	-2%	2
C=CCOc1ccc(/C=C2\SC(=S)N(N3CCOCC3)C2=O)cc1	-2%	-1%	60%	0%	-2%	-24%	-23%	2%	0.1%	-13%	0
CC1CC(C)CN(CCCNC(=O)C2CCN(c3ncnc4c3sc3cccc(F)c34)CC2)C1 (configuration not stated)	/	-3%	/	/	3%	/	-3%	/	-0.4%	2%	2
O=C(c1cc2ccccc2o1)N1CCN(c2ccccn2)CC1	-3%	-2%	16%	1%	4%	-8%	2%	-3%	-0.1%	4%	-4

# Two entries from above, set out differently:
# Under each structure: S-ASM inh | p53 reactivation | BRCA1 expr up | uPA generation | ELG1 genotoxic | Integrin act MD | Eya2 phos inh | TSG101-PTAP inh | B2AR arrestin | USP2a inh | TRPV1 agonist
> O=C(O)CCC(=O)Nc1ccc(/C=C/C(=O)C2CC2)cc1
 : 14% | 9% | -12% | 0% | 13% | -16% | 3% | -1% | 2.6% | -1% | 17
> O=C(CSc1ccc(-c2ccncc2)nn1)c1ccc(Cl)cc1
 : 7% | 1% | -6% | 1% | -1% | -18% | 7% | -3% | -0.1% | 1% | 0

# Structures from the list above that contain a thiophene ring, fused or not, in the order listed:
smiles	S-ASM inh	p53 reactivation	BRCA1 expr up	uPA generation	ELG1 genotoxic	Integrin act MD	Eya2 phos inh	TSG101-PTAP inh	B2AR arrestin	USP2a inh	TRPV1 agonist
CCOC(=O)C1CCN(C(c2cccs2)c2sc3nc(C)nn3c2O)CC1 (configuration not stated)	6%	-11%	-15%	-8%	0%	1%	9%	-1%	0.1%	-1%	-3
CC1CC(C)CN(CCCNC(=O)C2CCN(c3ncnc4c3sc3cccc(F)c34)CC2)C1 (configuration not stated)	/	-3%	/	/	3%	/	-3%	/	-0.4%	2%	2

# The listing continues.
smiles	S-ASM inh	p53 reactivation	BRCA1 expr up	uPA generation	ELG1 genotoxic	Integrin act MD	Eya2 phos inh	TSG101-PTAP inh	B2AR arrestin	USP2a inh	TRPV1 agonist
CCCCN(C(=O)Nc1ccc(Cl)cc1)C1CCN(C(C)=O)CC1	-3%	1%	-14%	-5%	1%	30%	9%	1%	-0.7%	0%	1
COc1ccc(CC(=O)NCCCc2ccccc2)cc1OC	-5%	-8%	-20%	2%	-5%	-13%	1%	-5%	0.4%	-5%	105*
COc1cc(OC)cc(C(=O)Nc2nnc(Cc3ccc(OC)c(OC)c3)s2)c1	5%	-5%	-3%	0%	9%	17%	13%	3%	0.0%	2%	16
Cc1ccc(CNC(=O)Cn2ncn3cccc3c2=O)cc1	-2%	/	53%	-3%	?	11%	-23%	0%	-0.5%	3%	-1
O=C(NCc1ccco1)C1CCCN(S(=O)(=O)c2ccc(Br)cc2)C1 (configuration not stated)	7%	6%	4%	0%	-4%	6%	0%	-6%	-0.2%	-1%	0
CCN(CC)c1ccc(S(=O)(=O)N2CCCCC2)cc1NC(=O)C1CSC2(C)CCC(=O)N12 (configuration not stated)	2%	1%	-23%	-20%	-8%	?	-18%	0%	0.0%	0%	16
Cc1ccc(NC(=O)CSc2ncc3ccccn23)cc1C	12%	-6%	?	-5%	6%	19%	-5%	-2%	0.0%	3%	-3
O=C(O)c1ccccc1-c1cn2cc(Cl)ccc2n1	1%	7%	50%	-4%	-4%	-2%	8%	-4%	0.1%	0%	-9
CC[C@@H]1C(c2ccccc2)=NN(c2ccccc2)[C@H]1C(=O)N1CCOC1=O	123%[activator]	-4%	8%	-5%	3%	10%	4%	4%	6.8%	2%	/
ClCCCc1cn(C[C@H]2CC[C@@H]([C@@H]3CC[C@H](Cn4cc(CCCCl)nn4)O3)O2)nn1	-2%	4%	-3%	0%	1%	14%	1%	-4%	0.3%	0%	-5

# Entries listed so far printed as active in TRPV1 agonist:
compound	S-ASM inh	p53 reactivation	BRCA1 expr up	uPA generation	Integrin act MD	Eya2 phos inh	TSG101-PTAP inh	B2AR arrestin	TRPV1 agonist
COc1ccc(CC(=O)NCCCc2ccccc2)cc1OC	-5%	-8%	-20%	2%	-13%	1%	-5%	0.4%	105*
